Epigenetic derep: Quantitative High-Throughput Screen for Regulators of Epigenetic Control; murine LDR cells, GFP reporter derepression, 30 h; Potency, µM (highest dose often 53.9 µM), for the others: at the top dose GFP activation, usual class: activators; 0.2% of 280,000 active; AID 1865, 2009; note: potency is the fitted concentration of half-maximal effect; % of control where 0% means no effect; nearly all actives have a fitted effect of over 60% in size
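Murine LDR cells bearing a silenced CMV-driven GFP reporter were exposed to compound for 30 h at 37 C. After PBS washes, GFP-positive cells (20-120 um objects) counted by laser-scanning microplate cytometry.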
KinaseGlo FLuc: Counterscreen for Luciferase (Kinase-Glo TM) Inhibition. Kinase-Glo luciferase, ATP luminescence, 8 min. Potency, µM (highest dose often 38.3 µM), inactives show at the highest dose activity change, negative = inhibition, hits mostly inhibitors. 0.28% of 200,000 active. AID 1379, 2008; note: potency is the fitted concentration of half-maximal effect; % is set by controls: 0 for no effect and ±100 for the full control effect; nearly all actives have a fitted effect of over 60% in size
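Kinase-Glo luciferase light output from ATP and luciferin was measured with 10 uM ATP, within the enzyme's linear range. Buffer: 50 mM imidazole pH 7.2, 50 mM KCl, 7 mM MgCl2, 0.01% Tween 20, 0.05% BSA; luminescence read after 8 min at ambient temperature.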
HttQ103 aggreg: qHTS Multiplex Assay to Identify Dual Action Probes in a Cell Model of Huntington: Aggregate Formation (GFP) | PC12 HttQ103-GFP aggregates, Acumen cytometry, 40 h | Potency, µM (titrated, usually from 46.1 µM), for inactives: top-dose activity change, negative = inhibition, actives largely listed as inhibitors | 1.1% of 220,000 active | AID 1688, 2009; note: potency is the fitted concentration of half-maximal effect; % is set by controls: 0 for no effect and ±100 for the full control effect; nearly all actives have a fitted effect of over 60% in size
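PC12 cells with ecdysone-inducible HTT exon1 Q103-GFP, induced by 100 nM tebufenozide, given compounds in a concentration series. GFP aggregates (1–25 um, 6 SD above background) counted in lysates by laser-scanning cytometry, 488 nm excitation.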
CBFb RUNX1 block: qHTS Assay for Compounds Blocking the Interaction Between CBF-beta and RUNX1 for the Treatment of Acute Myeloid Leukemia; Potency, µM (titrated, usually from 59.8 µM), for the others: top-dose activity, negative = inhibition, hits mostly inhibitors; AlphaScreen CBFb-His/RUNX1-biotin binding, biochemical; Runt-related transcription factor 1 (Homo sapiens) + Core-binding factor subunit beta …; 230,000 tested, under 10 active; note: % of control where 0% means no effect
Target sequence (Q01196 whole entry, looked up): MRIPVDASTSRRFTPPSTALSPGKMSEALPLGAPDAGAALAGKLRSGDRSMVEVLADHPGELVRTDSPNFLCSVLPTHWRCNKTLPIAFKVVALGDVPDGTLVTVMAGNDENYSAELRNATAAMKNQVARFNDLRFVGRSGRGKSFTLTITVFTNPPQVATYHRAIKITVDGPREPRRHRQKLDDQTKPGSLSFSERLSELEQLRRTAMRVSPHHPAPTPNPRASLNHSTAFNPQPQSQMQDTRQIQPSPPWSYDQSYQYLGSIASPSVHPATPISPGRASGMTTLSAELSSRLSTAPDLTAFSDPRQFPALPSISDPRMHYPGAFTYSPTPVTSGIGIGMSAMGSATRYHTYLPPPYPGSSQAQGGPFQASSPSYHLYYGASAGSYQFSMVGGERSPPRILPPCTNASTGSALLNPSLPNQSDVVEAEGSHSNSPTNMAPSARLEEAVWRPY
Target sequence (Q13951 whole entry, looked up): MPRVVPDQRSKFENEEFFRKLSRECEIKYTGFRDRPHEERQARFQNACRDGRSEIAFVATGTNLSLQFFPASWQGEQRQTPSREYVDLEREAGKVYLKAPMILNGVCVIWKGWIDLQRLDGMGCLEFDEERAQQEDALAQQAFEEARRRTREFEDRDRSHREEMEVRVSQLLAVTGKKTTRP
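CBFb-His/RUNX1-biotin, 30 nM each, preincubated 20 min RT; compound 15 min RT; Ni + streptavidin beads 50 ng each, 90 min RT; AlphaScreen read.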
IMPase Li cell: qHTS Assay for Identifying the Cell-Membrane Permeable IMPase Inhibitors: Potentiation with Lithium | CHO-M1 cells, IP1 TR-FRET (IP-One), carbachol + lithium | 0.35% of 210,000 active | AID 1457, 2008 | Potency, µM (doses to about 59.4 µM), for inactives: top-dose activity, negative = IMPase inhibition, usual class: inhibitors;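 note: IP1 builds up when IMPase is blocked and the TR-FRET signal falls; potency is the fitted concentration of half-maximal effect; plate controls were basal vehicle for no effect and high inhibitor control for full effect; nearly all actives have a fitted effect of over 50% in size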
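Concentration–response in CHO-M1 cells, lithium-potentiated; 30 min at 37C. IP1 detected by competitive TR-FRET after 10 min lysis at RT. Hill-fitted AC50.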
LMNA splice mod: qHTS Assay for Modulators of Lamin A Splicing; HeLa LMNA splicing GFP/RFP minigene ratio, 48 h; Potency, µM (doses to about 46.1 µM), for inactives: at the top dose ratio change, negative = inhibition, hits mostly inhibitors; 0.01% of 200,000 active; AID 1487, 2009; active = well fitted inhibition curve with a large enough effect in the signal ratio, with a control signal flat, not every such curve was filed as active; inconclusive = small, poorly fitted or top-dose-only effect, or effect the other way, or a change in a side signal; the % refers to the signal ratio; note: potency is the fitted concentration of half-maximal effect; % is set by controls: 0 for no effect and ±100 for the full control effect
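S3 HeLa stable clones carrying a lamin A-EGFP splicing minigene plus DsRed2 were seeded at 600 cells/well in Opti-MEM with 2% FBS, pin-dosed and incubated 48 h at 37°C. Acumen cytometry (488 nm) gave the GFP/RFP total-intensity ratio.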
NPSR antagonist: qHTS Assay for Antagonists of the Neuropeptide S Receptor: cAMP Signal Transduction. CHO-NPSR cells, cAMP TR-FRET, antagonist mode. Potency, µM (top dose mostly 38.3 µM), for inactives: top-dose activity change, negative = inhibition, most hits filed as inhibitors. 1% of 220,000 active; note: potency is the fitted concentration of half-maximal effect; % is set by controls: 0 for no effect and ±100 for the full control effect; nearly all actives have a fitted effect of over 50% in size; many of its hits are not listed in these tables
Target sequence (Q6W5P4 whole entry, looked up): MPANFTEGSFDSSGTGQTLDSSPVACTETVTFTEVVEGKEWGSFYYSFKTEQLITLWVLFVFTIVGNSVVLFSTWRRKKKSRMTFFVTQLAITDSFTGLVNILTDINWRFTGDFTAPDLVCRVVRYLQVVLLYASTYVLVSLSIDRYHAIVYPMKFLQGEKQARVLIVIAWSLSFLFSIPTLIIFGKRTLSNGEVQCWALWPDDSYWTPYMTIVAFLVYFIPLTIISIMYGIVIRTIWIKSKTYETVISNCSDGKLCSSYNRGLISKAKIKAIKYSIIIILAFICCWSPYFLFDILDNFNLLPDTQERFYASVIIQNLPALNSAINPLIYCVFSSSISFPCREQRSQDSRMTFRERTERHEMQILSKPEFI
An asterisk follows results filed as active; ? = inconclusive; . = no result given; [ ] = another dose, or the depositor's remark. Unless noted, calls come from the whole dose curve; as a rule, active = well fitted curve in the direction sought with a large enough effect; inconclusive = small, poorly fitted or top-dose-only effect, or another doubt; inactive = no such curve, though single readings can be large; an effect the other way counts as inactive or inconclusive. An excerpt; count on the stated rates, not on these rows.

Structure	CBFb RUNX1 block	LMNA splice mod	Epigenetic derep	NPSR antagonist	KinaseGlo FLuc	IMPase Li cell	HttQ103 aggreg
Cc1cc(/C=C2/NC(=S)NC2=O)c(C)n1-c1cccnc1	-7.2%	-27.4%[46 µM]	0.9%	-23.9%	-24.3%	18.5%	0.1%
Cc1ccc(NC(=O)COC(=O)c2cccc3c2C(=O)c2ccccc2C3=O)c(C)c1	1.6%	-6.2%	0.0%	?	-0.2%	12.7%	8.8%
COc1ccc(Cl)cc1NC(=O)COC(=O)c1cc(NS(=O)(=O)c2cccs2)ccc1O	7.8%	?	11.9%	-14.4%	-0.9%	8.1%	21.1%
CC(C)N(Cc1nc(-c2ccccc2)no1)S(=O)(=O)c1ccccc1	?	-7.0%	-0.8%	-25.5%[46.1 µM]	2.6%	16.0%[38.3 µM]	?
O=C(Nc1ccncc1)c1cc([N+](=O)[O-])ccc1Cl	5.0%	.	4.2%	.	-1.1%	-2.3%	.
COCCN1Cc2cccc(C(=O)NCCCN3CCCC3=O)c2C1=O	13.0%	.	6.5%	6.4%	.	.	-1.4%[9.22 µM]
CC1CN(C(=O)c2ccccc2Sc2ccccc2C#N)CC(C)O1 (configuration not stated)	0.2%	-5.4%	1.5%	-8.9%[46.1 µM]	-0.9%	37.7%[38.3 µM]	14.5%
CC(=O)c1sc2nsc(SCCN3CCCCC3)c2c1N	-0.9%	.	4.8%	16.2%	.	.	15.1%[9.22 µM]
COc1ccc(C(CNC(=O)c2cccc(Br)c2)N2CCCC2)cc1 (configuration not stated)	-3.2%	7.2%	-2.5%	-3.1%[46.1 µM]	-2.2%	40.7%[activator][38.3 µM]	-16.8%
COc1ccc(C(C(=O)NC(C)(C)C)N(Cc2ccc(C)cc2)C(=O)CCC(=O)Nc2cc(C)on2)cc1 (configuration not stated)	-5.1%	?	0.0%	-45.1%	-0.5%	9.3%	.

(listing goes on)
Structure	CBFb RUNX1 block	LMNA splice mod	Epigenetic derep	NPSR antagonist	KinaseGlo FLuc	IMPase Li cell	HttQ103 aggreg
Cc1ccc(-n2c(C)cc(C(=O)OCC(=O)N(C)C3CCS(=O)(=O)C3)c2C)cc1 (configuration not stated)	-4.5%	-12.4%	2.7%	-0.5%[46.1 µM]	-3.4%	4.0%	-9.1%
CC(C)Nc1nc(NC(N)=S)nc(NC(C)C)n1	1.4%	0.6%	0.0%	18.4%	0.4%	-6.9%	?
O=C1C2C3CCC(C3)C2C(=O)N1Cc1ccco1 (configuration not stated)	-6.9%	-0.9%	0.0%	9.0%	-2.7%	6.0%	-0.6%
Cn1c(=O)cc(N2CCOCC2)[nH]c1=O	6.9%	.	-2.4%	-18.7%	.	-0.2%	13.8%[9.22 µM]
O=C(c1cnc(N2CCN(c3ncccn3)CC2)c2ccccc12)N1CCN(c2ncccn2)CC1	-2.1%	-18.8%	-2.3%	-16.8%[46.1 µM]	-0.3%	3.1%[38.3 µM]	-20.8%
CN(Cc1cn(C)nc1-c1ccc(Oc2ccccc2)cc1)C1CCOC1 (configuration not stated)	8.1%	.	0.0%	-7.7%	.	.	-7.4%[9.22 µM]
CCOc1ccc(CCNC(=O)C2CCCN2C(=O)OCc2ccccc2)cc1OCC (configuration not stated)	4.1%	.	0.8%	-5.6%	0.9%	-5.1%	5.4%
Cn1ncc(N=Cc2ccccc2O)c1C(=O)N1CCOCC1	-0.5%	-1.6%	0.6%	20.5%[7.67 µM]	-4.7%	-1.0%[38.3 µM]	-1.5%
O=C(c1nnc(Cc2ccc(Cl)cc2)o1)N1CCc2ccccc2C1	16.8%[2.36 µM]	-1.7%	1.0%	-0.9%	-0.3%	9.9%	17.7%
CCS(=O)(=O)Nc1ccc(-c2nnc(SCC(=O)c3ccc(NC(C)=O)c(OC)c3)o2)cc1	4.2%	18.1%	-3.0%	6.2%[46.1 µM]	1.3%	-22.7%[38.3 µM]	-8.0%

(further entries)
Structure	CBFb RUNX1 block	LMNA splice mod	Epigenetic derep	NPSR antagonist	KinaseGlo FLuc	IMPase Li cell	HttQ103 aggreg
Oc1ccc(Br)cc1-c1cc(-c2ccccc2Cl)[nH]n1	9.3%	.	-0.5%	2.5%	.	.	-3.7%[9.22 µM]
Cc1cc(C)c2c(-n3cccc3)nn(CC#N)c2n1	0.1%	6.5%	-1.1%	-0.9%[46.1 µM]	-3.2%	-7.7%[38.3 µM]	-10.6%
CNCc1ccccc1OCc1ccc(F)cc1	1.6%	-0.4%[46 µM]	1.1%	12.5%	-1.3%	18.9%	-3.6%
Cn1nc(C(F)(F)F)cc1C(=O)NC1CCCCCC1	4.8%	-0.6%	-0.3%	-5.9%[46.1 µM]	-0.1%	-1.7%[38.3 µM]	11.1%
O=C1CC(SC2=NCCS2)C(=O)N1c1ccc(Cl)cc1 (configuration not stated)	0.2%	-14.6%	0.9%	13.7%	0.2%	-4.0%	1.0%
CNC(=O)c1ccc(-c2cc(C(F)(F)F)nn2C)s1	21.4%	3.1%[46 µM]	2.2%	-7.3%	.	.	-16.6%[9.22 µM]
COc1ccc(/C=C/c2nnc(NC(=O)c3ccco3)s2)cc1	15.9%	?	1.1%	5.8%	.	.	0.6%[9.22 µM]
CC1CCc2c(sc3ncnc(SCC(=O)c4ccccc4)c23)C1 (configuration not stated)	5.0%	-7.8%	-0.1%	-24.1%	3.6%	6.4%	0.1%
O=C(COc1ccc(Cl)c(Cl)c1)NN1C(=O)C2C(C1=O)C1C=CC2C12CC2 (configuration not stated)	17.3%	.	-0.1%	-11.2%	-1.1%	-3.5%	5.3%
Cc1ccc(C(c2sc3ncnn3c2O)N2CC(C)CC(C)C2)cc1 (configuration not stated)	1.5%	-9.6%	1.0%	-0.5%	1.1%	8.2%	12.2%

More records:
Structure	CBFb RUNX1 block	LMNA splice mod	Epigenetic derep	NPSR antagonist	KinaseGlo FLuc	IMPase Li cell	HttQ103 aggreg
Clc1ccc(OCc2nc(-c3ccccn3)n[nH]2)cc1	4.9%	?	0.2%	-13.6%[46.1 µM]	-1.1%	19.3%[38.3 µM]	?
NC(=O)CC(NC(=O)Cc1cccc2ccccc12)c1ccc(N2CCN(c3ccccc3)CC2)c([N+](=O)[O-])c1 (configuration not stated)	-11.8%	.	-2.2%	-7.7%	.	.	-13.5%[9.22 µM]
CC(C)=CCN1CCN(Cc2nc(-c3ccccc3)cs2)CC1CCO (configuration not stated)	4.8%	?	7.0%	-9.4%	1.2%	33.2%[activator]	4.4%[9.22 µM]
CCOC(=O)c1sc(SC)nc1N	0.8%	?	-0.3%	12.5%	1.3%	9.5%	10.8%
COc1cccc2cc(C(=O)N3CCc4ccccc43)c(=O)oc12	3.3%	3.4%	-1.0%	-13.6%[46.1 µM]	14.8%	11.1%[38.3 µM]	-10.9%
Cc1onc(-c2ccccc2)c1C(=O)N1CCN(CCc2ccccc2)CC1	-2.6%	-1.0%	-1.1%	-5.5%[46.1 µM]	0.0%	37.6%[38.3 µM]	-20.6%
CC(c1ccccc1)C1CC(=O)N(C2CCCCC2)C1=O (configuration not stated)	0.7%	7.1%	-1.4%	-7.1%[46.1 µM]	-3.8%	4.6%[38.3 µM]	9.8%
COc1ccc(C2=CC(c3cccc(OC)c3)n3nnnc3N2)cc1 (configuration not stated)	-3.3%	-7.6%	2.3%	-15.6%[46.1 µM]	3.3%	1.1%	5.0%
COc1cccc(C(C(=O)NC2CCCCC2)N(CC2CCCO2)C(=O)CNC(=O)c2ccco2)c1 (configuration not stated)	5.9%	-6.6%	0.0%	-8.8%[46.1 µM]	-2.2%	5.7%	3.0%
Cc1cccc(C)c1NC(=O)CNC(=O)C(NC(=O)c1ccc(C(C)(C)C)cc1)C(C)C (configuration not stated)	3.4%	-6.8%	-0.9%	?	.	.	-3.0%

2 entries from above, set out differently:
Molecule: Cc1onc(-c2ccccc2)c1C(=O)N1CCN(CCc2ccccc2)CC1
- CBFb RUNX1 block: -2.6%
- LMNA splice mod: -1.0%
- Epigenetic derep: -1.1%
- NPSR antagonist: -5.5%[46.1 µM]
- KinaseGlo FLuc: 0.0%
- IMPase Li cell: 37.6%[38.3 µM]
- HttQ103 aggreg: -20.6%

Molecule: CC(c1ccccc1)C1CC(=O)N(C2CCCCC2)C1=O (configuration not stated)
- CBFb RUNX1 block: 0.7%
- LMNA splice mod: 7.1%
- Epigenetic derep: -1.4%
- NPSR antagonist: -7.1%[46.1 µM]
- KinaseGlo FLuc: -3.8%
- IMPase Li cell: 4.6%[38.3 µM]
- HttQ103 aggreg: 9.8%

Remaining list, next part.
Structure	CBFb RUNX1 block	LMNA splice mod	Epigenetic derep	NPSR antagonist	KinaseGlo FLuc	IMPase Li cell	HttQ103 aggreg
COc1ccc(CCNS(=O)(=O)c2ccccc2)cc1OC	-9.4%	0.2%	-2.1%	-5.6%[46.1 µM]	1.5%	0.8%[38.3 µM]	3.55µM*
COC(=O)c1ccc2c(c1)C(C)(C)C(/C=C/c1ccc(O)cc1)=[N+]2C	4.1%	?	?	?	?	54.0%[activator][38.3 µM]	-23.9%[9.22 µM]
COc1ccc(C)cc1NC(=O)COCC(=O)O	4.1%	-11.2%	-4.5%	-3.9%[46.1 µM]	5.8%	-5.1%	-9.9%
CCCCn1c(CNC(=O)C(C)(C)C)nc2ccccc21	-2.2%	-3.2%	-1.0%	-3.1%[46.1 µM]	0.8%	13.7%	-10.2%
Cc1ccc(S(=O)(=O)NC(CC(C)C)C(=O)NCc2ccco2)cc1 (configuration not stated)	5.7%	21.6%	1.5%	-7.9%[46.1 µM]	15.6%	28.5%[38.3 µM]	-25.5%
CC(CC(=O)Nc1ccc(S(=O)(=O)N2CCOCC2)cc1)c1ccccc1 (configuration not stated)	4.7%	.	1.0%	-1.0%	.	.	-16.4%[9.22 µM]
C(=N\Nc1nccc(-c2cccnc2)n1)/c1ccccc1	10.9%	.	-0.9%	-18.9%	.	.	-11.5%[9.22 µM]
C=CCn1c(SCc2cc(=O)n3ccsc3n2)nc2ccccc2c1=O	-3.8%	.	-0.5%	3.1%	1.7%	10.9%	7.5%
CCOC(=O)C1=C(N)OC2=C(C(=O)CC(C)C2)C1c1cccnc1 (configuration not stated)	0.1%	-8.0%	0.2%	9.0%	17.3%	6.8%	8.1%

High-throughput results deposited in PubChem BioAssay by National Center for Advancing Translational Sciences (NCATS).
